Screening data (PubChem BioAssay)
PGC1a acetyl inh: PGC1a acetylation modulation, inhibitor mode; U2OS PGC1a acetylation, AlphaScreen anti-acetyl-lysine; with virally co-expressed GCN5 acetyltransferase; inhibition, % at 15.6 µM; 350,000 tested, 0.17% active; AID 651687;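 active means every replicate shows inhibition of at least 40%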;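 further: 0% = neutral control wells and 100% = positive control wells; some results beyond the cut were filed as inactive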
INS-1E GSIS act: GLuc luminescence reporter in INS-1E cells, primary screen for activators of glucose-dependent secretion of insulin; activation, % at 16.6 µM; 370,000 tested, 0.61% active; INS-1E GLuc reporter insulin secretion, 2-3 h;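 active means lowest replicate activation of at least 40%, so every replicate reaches that level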;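 further: 0% = median of neutral control wells and 100% = median of IBMX positive control wells; some compounds called inactive have numbers as strong as hits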
FN deposit inh: fibronectin deposition inhibition. 350,000 tested, 0.086% active. AH1F fibroblasts, Alexa488-fibronectin deposition fluorescence, overnight. inhibition, % at 12.6 µM;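 active means mean inhibition across replicates of 30% or more, regardless of how many single replicates reach that level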;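 further: positive control wells lacked labelled fibronectin entirely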
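Assay system: AH1F fibroblasts assembling fluorescent fibronectin matrix; Amount: 10000 AH1F cells per well; Buffer or medium: DMEM, 2% serum; Probe or stimulus: Alexa488-fibronectin, 24 nM final in well; Doses: single compound dose, delivered by pin transfer; Incubation: 1 h adhesion, overnight exposure; Measured by: fluorescence 485/525 nm; Read-out: fibronectin deposition inhibition.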
F508del corr: CFTR F508del correction in bronchial cells | activity (quench increase), % at 7.58 µM | CFBE cells, YFP halide quenching; stimulated with forskolin plus potentiator P3; % fluorescence drop versus neutral controls | AID 720511 | 350,000 tested, 0.36% active;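 active means mean added fluorescence quench of at least 8% versus neutral control, with both replicates also reaching 8%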;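 further: cells transiently co-express mutant CFTR-F508del with the halide-sensitive YFP; corrector assay measuring rescue of mutant channel to the surface after 24 h compound exposure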
* hit, by the source's call; / = no result given. This is a subset; rates above refer to the full screens.

SMILES	PGC1a acetyl inh	INS-1E GSIS act	FN deposit inh	F508del corr
O=c1c2c(nc3cc(-c4cccc(Cl)c4)[nH]n13)CCCC2	-42	-5	1	/
Cc1ccccc1N1CC(O)(c2cccs2)[N+]2=C1CCCC2 (centres undefined)	7	4	-3	/
Cc1ccc(S(=O)(=O)N2CCN(c3ccc([N+](=O)[O-])c(Sc4nncn4C)c3)CC2)cc1	12	-16	-6	/
COc1ccc2[nH]c(=O)c(C(=O)O)cc2c1	2	-4	2	/
CCOC(=O)N1CCN(C(=O)CSc2ccc(-c3cccc(OC)c3)nn2)CC1	-1	7	0	/
COc1ccc(CNC(=O)CSc2nc3ccc(N)cc3s2)cc1	-2	-11	-6	/
O=C(Nn1c(C2CCCCC2)nc2ccccc2c1=O)c1ccc([N+](=O)[O-])cc1Cl	1	-31	-1	/
CSc1cccc(NC(=O)CSc2ncccc2C(=O)Oc2cccc([N+](=O)[O-])c2)c1	2	-2	3	/
O=C(O)CCCN1C(=O)/C(=C/c2cn(-c3ccccc3)nc2-c2cccs2)SC1=S	10	-10	-8	/
Cc1nc(NC(=O)c2ccc([N+](=O)[O-])cc2Cl)sc1C(=O)N(C)C	1	-8	-2	/
Cc1cccc2cc(C#N)c(NCCNS(=O)(=O)c3ccccc3)nc12	0	6	-2	/
CC(=O)Nc1sc2c(c1C(c1ccncc1)N1CCOCC1)CCCC2 (centres undefined)	7	1	1	/
Cc1ccccc1-n1cc[nH]c1=S	7	3	-1	/
COc1ccc(CCCc2nnc(SCC(=O)Nc3ccc(C)c(C)c3)o2)cc1	4	-4	9	/
O=C(NC(=S)N1CCCCCC1)C1CC1	/	11	-5	4.7
CN(NC(=O)NN(C)C(=O)c1ccccc1)C(=O)c1ccccc1	/	10	-2	-3.2
O=C(CNC(=O)C1CCCCC1)OCn1nnc2ccccc2c1=O	/	0	-1	-3.4
N#Cc1ccc(OCCCN2CCC(C(O)(c3ccccc3)c3ccccc3)CC2)c(F)c1	/	-33	-1	0.1
NC(=O)c1c(-c2ccc(Cl)cc2Cl)csc1NC(=O)Cc1ccccc1	/	-18	-1	3.3
COc1cccc(C(=O)Nc2ccc(NC(=O)c3ccco3)c(Cl)c2)c1	/	-4	-1	-1.0
Cc1ccc(N2C(=O)C3C(c4ccccc4)N4CCCN4C3(C)C2=O)cc1 (centres undefined)	/	4	8	-0.7
Cn1c(=O)c2nc(Cl)c(-c3ccccc3)nc2n(C)c1=O	/	1	6	0.8
CCOC(=O)[C@]12CCCC=C1N(CCC1=CCCCC1)C(=O)[C@H](CC(=O)N1CCN(C(=O)c3ccco3)CC1)C2	/	-27	-1	-5.0
CCC(C)(C)NC(=O)CCn1c(-c2ccccc2)cc(C(C)=O)c1C	/	8	-13	-0.3
CCOC(=O)[C@]12CCC=C1N(Cc1ccc(Cl)cc1Cl)C(=O)[C@H](CC(=O)NCC13CC4CC(CC(C4)C1)C3)C2	/	-35	0	-1.1

Overlap with the part before: two compounds; new compounds follow.
SMILES	PGC1a acetyl inh	INS-1E GSIS act	FN deposit inh	F508del corr
CCC(C)(C)NC(=O)CCn1c(-c2ccccc2)cc(C(C)=O)c1C	/	8	-13	-0.3
CCOC(=O)[C@]12CCC=C1N(Cc1ccc(Cl)cc1Cl)C(=O)[C@H](CC(=O)NCC13CC4CC(CC(C4)C1)C3)C2	/	-35	0	-1.1
Cc1ccc(Cc2c(-c3ccccc3)nc3c4ccccc4ccn23)cc1	/	-5	-13	-1.1
CCc1ccc(C(C#N)=CC=Cc2ccccc2)cc1	/	-37	17	1.9
Cc1csc(SCC(=O)N(C)c2c(N)n(Cc3ccccc3)c(=O)[nH]c2=O)n1	/	-2	0	-0.5
CCOc1ccc(CCNC(=O)CCS(=O)(=O)c2ccc(OC)cc2)cc1OCC	/	-4	1	-3.3
CC(=O)N(O)c1ccc(C=Cc2ccccc2)cc1	/	-10	2	2.8
CCOC(=O)[C@]12CCCC=C1N(CCC1=CCCCC1)C(=O)[C@H](CC(=O)NCc1cccc(C(F)(F)F)c1)C2	/	-32	9	-0.6
O=C(Nc1ccc(F)cc1)c1csc(Cc2ccccc2)n1	/	-4	15	-1.2
C=CCn1c(SCC(=O)Nc2nnc(C)s2)nnc1-c1cccnc1	/	5	1	2.0
Fc1cccc(CN2[C@@H]3CNC[C@H]2C3c2ccc(/C=C/c3ccccc3)cc2)c1 (some centres undefined)	/	-14	-4	-2.1
COC(=O)C1=C(C)N(C)C(=NCC2CC2)NC1c1ccccc1 (centres undefined)	/	0	-4	-0.6
COc1ccc(OC)c(NC(=O)CNC(=O)c2ccc([N+](=O)[O-])cc2)c1	/	10	-2	-0.5
COC(=O)c1sc(-c2ccc(Cl)cc2)cc1NC(=O)COCC(=O)O	/	-6	-6	-2.0
Cc1ccc(C2Nc3ccccc3NC3=C2C(=O)OC(C)C3)cc1 (centres undefined)	/	17	2	0.1
O=C(NCc1n[nH]c(=S)n1-c1ccc(Cl)c(Cl)c1)c1ccc(S(=O)(=O)N2CCOCC2)cc1	/	-1	1	-1.7
COc1ccc(-n2c(CSc3ccc(Cl)cc3)n[nH]c2=S)cc1	/	-13	0	-5.2
O=C(c1ccc2c(c1)OCO2)N1CCC2(CC1)Oc1ccc(Cl)cc1C(=O)C21CC(c2ccc(Cl)cc2)=NO1 (centres undefined)	/	0	3	0.0
O=C1NCCN(Cc2c(F)cccc2Cl)C1CC(=O)N1CCCCO1 (centres undefined)	/	-11	-2	-0.8
Cc1ncsc1C(=O)Nc1cccc(C(F)(F)F)c1	/	-1	-4	0.1
Cc1ccc(S(=O)(=O)N2CCC(=O)N([C@H](COCc3ccc(Cl)c(Cl)c3)Cc3ccccc3)CC2)cc1	/	-1	-11	0.1
COC(=O)c1cc2c(ccn2-c2ccc(F)cc2)n1CC(=O)OC(C)C	/	10	0	4.9
COc1ccc(NS(=O)(=O)c2cccc(C(=O)N3CCN(c4ccccc4O)CC3)c2)cc1	/	-44	1	-3.9
Cc1cc(C)cc(NS(=O)(=O)c2ccc(NC(=S)Nc3ccccc3)cc2)c1	/	16	13	1.0
CC1=C(C(=O)N2CCCCCC2)CC(CC(=O)NCC2CCCCC2)C(=O)N1Cc1ccc(F)cc1 (centres undefined)	/	-45	10	5.5
COc1ccc(C(=O)NNC(=O)CSc2ccccc2)cc1	/	-7	-4	-1.7
CCOc1ccc(C(=O)NCC(=O)OCc2ccc(F)cc2Cl)cc1	/	-23	2	1.6
SMILES	PGC1a acetyl inh	INS-1E GSIS act	FN deposit inh	F508del corr
CCNC(=O)CSc1nnc(-c2ccccc2Br)n1-c1cccc(C(F)(F)F)c1	/	-8	-11	3.9
OCCOCCOc1ccccc1OCCOCCO	/	15	-6	3.0
CCCCNC(=O)Cn1cnc2sc(C)c(S(=O)(=O)N3CCN(c4ncccn4)CC3)c2c1=O	/	29	3	0.8
O=C(NCCCN1CCCC1)c1ccc2c(c1)N(Cc1ccc(F)cc1)C(=O)c1ccccc1S2=O (centres undefined)	/	-16	-2	-1.8
Cc1cccc(CN2CCN(C3CN(Cc4cn(Cc5ccc(C(F)(F)F)cc5)nn4)S(=O)(=O)C3)CC2)c1 (centres undefined)	/	-45	-1	-0.1
Cc1cnc(C(=O)OCC(=O)c2cccc3ccccc23)cn1	/	8	-2	-0.1
O=C(COC(=O)c1ccncc1)NCCCc1ccccc1	/	-6	-3	2.4
Cc1ccc(S(=O)(=O)NCCC(=O)Nc2nccs2)cc1	/	-22	6	-2.8
CCN(CC)C(=O)C(=O)Nc1cccc(Br)c1	/	2	1	1.8
C=C1c2cc(C)ccc2NC(=O)N1c1ccccc1	/	11	-27	1.5
COc1ccc(CN2C(=O)c3ccccc3C2c2nnnn2-c2ccc3c(c2)OCCO3)cc1OC (centres undefined)	/	22	3	1.0
O=C(c1ccco1)N1CCCN(Cc2nc(-c3cccs3)no2)CC1	/	-9	0	2.2
Cn1c(-c2ccc3c(c2)OCO3)cnc1NCc1cccc(O)c1	/	12	6	0.2
O=C1C=C(Nc2cccnc2)c2ccccc2C1=O	/	-48	-2	-1.4
O=C(CSc1ccc(Cl)cc1)Nc1cc(-c2nc3ncccc3o2)ccc1Cl	/	30	0	0.4
O=C(NCCC1=CCCCC1)c1cc(S(=O)(=O)N2CCCCC2)ccc1Cl	/	9	-6	-0.1
C[C@@H](NS(=O)(=O)c1c(F)cccc1F)c1ccccc1	/	17	7	3.8
C[C@H](NC(=O)[C@@H]1CCCN1C(=O)[C@@H]1CCCN1C(=O)c1cccc(Cl)c1)c1ccccc1	/	2	9	0.8
COc1ccc(-c2ccc3c(n2)CCCN3S(=O)(=O)c2ccccc2)cc1	/	-22	-5	2.9
COc1ccc([N+](=O)[O-])c(OC)c1C(=O)NC(=O)Nc1c(F)cc(F)cc1F	/	19	-4	-2.0
CCC(=O)N1CC(=O)N2[C@@H](CO)[C@@H](c3ccc(-c4ccc(C#N)cc4)cc3)[C@@H]2C1	/	5	1	2.5
O=C(NC(CSC(=O)c1ccccc1)C(=O)O)OCc1ccccc1 (centres undefined)	/	-4	-5	2.5
COCC1CN(CCc2ccc(F)cc2)S(=O)(=O)c2c(OCCN3C(=O)[C@@H]4[C@H](C3=O)[C@@H]3C=C[C@H]4C3)cccc2O1 (some centres undefined)	/	-20	8	-1.2
O=C1NCC(c2ccccc2)(c2ccccc2)C(=O)N1	/	16	2	-1.0
Cc1ccc(Cn2c(=O)c3cccnc3n(CC(=O)Nc3cccc(C(F)(F)F)c3)c2=O)cc1	/	-13	0	-0.2

An excerpt of these results, field by field.
> COc1ccc(-c2ccc3c(n2)CCCN3S(=O)(=O)c2ccccc2)cc1
  PGC1a acetyl inh = /
  INS-1E GSIS act = -22
  FN deposit inh = -5
  F508del corr = 2.9

> COc1ccc([N+](=O)[O-])c(OC)c1C(=O)NC(=O)Nc1c(F)cc(F)cc1F
  PGC1a acetyl inh = /
  INS-1E GSIS act = 19
  FN deposit inh = -4
  F508del corr = -2.0

> CCC(=O)N1CC(=O)N2[C@@H](CO)[C@@H](c3ccc(-c4ccc(C#N)cc4)cc3)[C@@H]2C1
  PGC1a acetyl inh = /
  INS-1E GSIS act = 5
  FN deposit inh = 1
  F508del corr = 2.5

> O=C(NC(CSC(=O)c1ccccc1)C(=O)O)OCc1ccccc1 (centres undefined)
  PGC1a acetyl inh = /
  INS-1E GSIS act = -4
  FN deposit inh = -5
  F508del corr = 2.5

(listing goes on)
SMILES	PGC1a acetyl inh	INS-1E GSIS act	FN deposit inh	F508del corr
COc1cccc(CN(C)C(=O)C2CC(=O)N(c3ccc4c(c3)OCCO4)C2)c1 (centres undefined)	/	4	-4	-1.0
CC(=O)NC(CCCNC(=S)NC1CCCCC1)C(=O)O (centres undefined)	/	10	-16	2.6
Cc1ccc(N2CCN(C(C(=O)Nc3c(C)cccc3C)c3cc4ccccc4o3)CC2)cc1 (centres undefined)	/	4	0	1.0
O=C(Nc1ccc2c(c1)OCCO2)C1c2ccccc2OCC(=O)N1CC(F)(F)F (centres undefined)	/	9	-1	1.1
O=C(NN1CCOCC1)c1cccc(F)c1	/	7	5	-1.1
CC(=O)Nc1ccccc1NC(=O)C/C(C)=N/NC(=O)c1ccncc1	/	2	-4	-2.8
CC(=O)c1cc2c(cc1NS(=O)(=O)c1ccccc1F)OCO2	/	-6	-19	-1.2
COc1ccccc1C(=O)N1CCN(C(=O)[C@@H](Cc2ccccc2)NC(=O)[C@H]2O[C@@H](n3cnc(C(N)=O)n3)[C@H](O)[C@@H]2O)CC1	/	14	5	-2.8
COc1ccc(NC(=S)N2CCN(C(=O)C3CCCO3)CC2)c(OC)c1 (centres undefined)	/	11	-3	2.5
Cc1onc(-c2ccccc2Cl)c1C(=O)NC(=S)Nc1ccc(C(C)(C)C)cc1	/	9	-3	-1.5
COC(=O)Cc1ccc(NC(=S)NCCSc2ccc(C)cc2)cc1	/	-28	-1	3.3
C=CCN1CC(COCCCC)Oc2ccc(Cl)cc2S1(=O)=O (centres undefined)	/	-42	-5	-1.0
CSc1nc(Cc2ccccc2)nc2ccccc12	/	25	-7	-3.0
Cc1ccc(N(C)c2nc(N)nc(N)c2N=O)cc1	/	-8	8	9.9*
Cc1ccc(/C(N)=N/OC(=O)CCC2CCCC2)cc1	/	5	8	-1.5
Cc1ccc(S(=O)(=O)Nc2ccc3nc(C)oc3c2)cc1	/	-10	7	-0.3
CCC(=O)c1ccc(OCC(=O)OCC(=O)N2CCN(c3ccc(OC)cc3)CC2)cc1	/	27	1	-1.2
NC(N)=Nc1cc2ccccc2c2ccccc12	/	9	2	-1.7
O=C(N/N=C/c1ccc([N+](=O)[O-])o1)c1cc2c(ccc3ccccc32)o1	/	0	6	-4.1
CN(C)C(=O)C[C@H]1C=C[C@@H](NC(=O)C2CCOCC2)[C@@H](CO)O1	/	12	-1	-0.2
O=[N+]([O-])c1nn(-c2cccc(Cl)c2)n(O)c1=NCc1cccnc1	/	-8	3	1.6
COc1cccc(CN2CCCC(CNC(=O)c3ccc(F)cc3)C2)c1OC (centres undefined)	/	5	-1	-5.4
COc1cccc(/C=N/n2c(-c3cc(C)[nH]n3)n[nH]c2=S)c1OC	/	-11	-7	-2.5
